Screens as filed in PubChem BioAssay.
EphA4 KYL inhibition: EphA4 ligand-binding antagonists – biochemical, colorimetric, mouse EphA4, primary screen (AID 689) | EphA4-AP binding to KYL peptide, pNPP A405; higher % means a stronger effect | inhibition, % at 10 µM; hits with a dose series show IC50 in µM | actives 0.1% (n = 62,000); in the data active = a potency from the dose series; inactive = the rest, 99 in 100 with inhibition below about 22%
The depositor's hits bear a star; & = joins results of further samples.

SMILES | EphA4 KYL inhibition
c1ccc(SCCc2ccncc2)cc1 | -13%
CC(Oc1ccc(Cl)cc1)C(=O)/C=C/N(C)C (centres undefined) | -4%
CC(=O)Nc1cc(-c2nn(C)c(=O)c3ccccc23)ccc1N1CCOCC1 | -12%
CCOC(=O)C1CCN(C(=O)COc2ccc(N(C)S(=O)(=O)c3cccs3)cc2)CC1 | 1%
CCC(C#CCN1CCOCC1)(CC)OCCC#N | -13%
COCCn1cc(C(=O)NCc2cccs2)c2c3ccccc3n(C)c2c1=O | -4%
COc1ccc2oc(-c3ccccc3)c(C(=O)N3CCOCC3)c2c1 | 0%&-2%
O=c1c2ccccc2nc(-c2ccco2)n1/N=C/c1ccco1 | -7%
Cc1cc(C)n(-c2ncnc3sc4c(c23)CCCC4)n1 | 9%
COc1ccc(N2C3=C(CC4=C2CC(C)(C)CC4=O)C(=O)CC(C)(C)C3)cc1 | -5%
CCc1cc(=O)oc2cc(OCC(=O)c3ccc(-c4ccccc4)cc3)ccc12 | -18%
CCOc1ccc(NC(=O)CCN2CCN(c3ccccc3F)CC2)cc1 | -12%
NC(=O)c1ccsc1NC(=O)CSc1nnc(C2CC2)n1Cc1ccccc1 | -13%
CCOC(=O)c1c(NC(=O)c2cccc(Cl)c2)sc(C(=O)Nc2ccc(OC)cc2OC)c1C | 6%
O=c1c2cnn(-c3ccc(F)cc3)c2ncn1Cc1cccnc1 | 12%
COc1ccc(S(=O)(=O)NCCC(=O)NC(C)c2ccccc2)cc1 (centres undefined) | -5%
O=C(NC1(C(F)(F)F)NC(=O)N(c2ccc(F)c(Cl)c2)C1=O)c1ccncc1 (centres undefined) | -10%
COc1ccc(-c2nnc(SCC(=O)Nc3ccccc3)n2C)cc1 | -2%
Cn1c(C(=O)N2CCN(Cc3ccc4c(c3)OCO4)CC2)cc2sccc21 | 12%
CCCC(=O)NC(c1ccc(OC)c(OC)c1)c1c(O)ccc2ccccc12 (centres undefined) | -7%
Cc1ccc(C(=O)O/N=C2\CCS(=O)(=O)c3sccc32)cc1 | -12%
CC1(N2CCOCC2)CC2(O)C(=[N+]1[O-])CCc1c2no[n+]1[O-] (centres undefined) | -7%
COc1ccccc1-c1cc(C(=O)N2CCc3ccccc3C2)c2ccccc2n1 | -2%
O=S(=O)(c1ccc(-n2cnnn2)cc1)N(C1CCCCC1)C1CCCCC1 | 11%
CN(C)Cc1cc(CCNC(=O)c2ccc(Cl)cc2)ccc1O | 4%
Next records
SMILES | EphA4 KYL inhibition
Cc1cc(SCCOc2ccccc2)nc(N)n1 | 1%
CCS(=O)(=O)c1ccc2c(c1)N(S(C)(=O)=O)CC(C(=O)NCc1ccccc1OC)O2 (centres undefined) | -8%
CSc1ccc(-c2nc(CSCC(=O)NCCCN3CCOCC3)c(C)o2)cc1 | -4%
CC(C)NC(=O)c1ccc(CS(=O)(=O)c2ccc(Br)cc2)o1 | -1%
COc1ccc(C(=O)Nc2ncc3c(n2)-c2ccccc2CC3)cc1 | -5%
COCCN(C(=O)C1CC1)c1nnc(-c2cccc(C)c2)s1 | 0%
CCOC(=O)Cc1csc(SCC(=O)Nc2cccc(C#N)c2)n1 | 0%
CCOC(=O)c1cc(-c2ccccc2)sc1NC(=S)Nc1cccc(C)n1 | 8%
Cc1cccc(C)c1NC1=NC(=S)N(c2ccc(N(C)C)cc2)C1(C)C | 5%
CCOC(=O)Nc1ccc(C)cc1Br | -5%
COc1ccccc1C(O)(C(=O)NN(C(=O)c1ccccc1)c1ccccc1C)c1cccs1 (centres undefined) | -4%
COc1ccc([N+](=O)[O-])cc1N(CC(O)CN(CC(C)C)CC(C)C)S(=O)(=O)c1ccccc1 (centres undefined) | 13%
CCCn1c(SCC(=O)Nc2ccccc2Oc2ccccc2)n[nH]c1=O | 0%
CN(C)c1ccc(/C=C(\C#N)C(=O)Nc2nc3c(s2)CCN(Cc2ccccc2)C3)cc1 | -16%
C=CCOC(=O)C1=C(C)NC(=S)NC1/C=C/c1ccccc1 (centres undefined) | 6%
COC(=O)c1cc(-c2ccc(Br)cc2)n[nH]1 | 1%
O=C(c1ccc(CS(=O)(=O)c2ccc(Br)cc2)o1)N1CCCC1 | 2%
COC(=O)C(CCSC)NC(=O)CNS(=O)(=O)c1ccc(F)cc1 (centres undefined) | -11%
COC(=O)c1c(C)oc2ccc(OC(=O)c3ccc(OC)c(OC)c3)cc12 | -14%
CC1(C)Cc2nc(NCCN3CCOCC3)c(C#N)cc2CO1 | -1%
CCOC(=O)C1=C(C)NC(=O)NC1c1ccsc1 (centres undefined) | -7%
CCNc1nc(Oc2c(Cl)cccc2Cl)cc(C(F)(F)F)n1 | -13%
O=C(O)c1cccc(C(=O)O)n1 | -13%
CCc1nnc(NC(=O)C2CCN(C(=O)NC3CCCCC3)CC2)s1 | -6%
COc1ccc(Nc2nc(C(=O)NCCCN3CCOCC3)cs2)cc1 | -3%
(further entries)
SMILES | EphA4 KYL inhibition
CCOC(=O)N1CCC(N(CCOC)C(=O)Nc2ccc(C)c(C)c2)CC1 | 5%
COc1ccc(S(=O)(=O)N(CC(=O)N2CCOCC2)c2cc(Cl)ccc2OC)cc1OC | -23%
O=C(C/C=N/OCc1c(Cl)cccc1Cl)c1cnc(-c2ccccc2)s1 | -9%
Nc1nc(-c2ccc3c(c2)CCCC3)cs1 | 0%
CCCOC(=O)c1ccc(NC(=O)C2C3C=CC(O3)C2C(=O)O)cc1 (centres undefined) | -24%
COc1ccc(-c2[nH]c(-c3ccc4c(c3)OCO4)nc2-c2ccccc2)cc1 | 2%
Cc1nc(CN2CCN(C(=O)c3ccc(C(C)(C)C)cc3)CC2)cs1 | 6%
CN(C)c1cc[n+](Cc2ccccc2)cc1 | -33%
O=C(CCN1c2ccccc2Sc2ccccc21)OCc1nnc(-c2ccccc2)o1 | 4%
CCC(CC)c1nnc(NC(=O)c2c(C)nn(Cc3ccccc3Cl)c2C)s1 | -9%
CCC(=O)Nc1ccc(NC(=O)C23CC4CC(CC(C4)C2)C3)cn1 | -15%
CC1(C)Cc2c(c(N3CCOCC3)nc3sc4c(=O)[nH]cnc4c23)CS1 | -5%
O=S(=O)(c1ccccc1)c1nc(-c2ccccc2)oc1NCc1cccnc1 | -4%
Nc1ccc(-c2nnc(-c3ccc(-c4ccccc4)cc3)o2)cc1 | -26%
Cc1nc2ccc(-c3ccccc3)cc2o1 | -1%
CC1=NN(C(=O)c2ccncc2)C(O)(c2cccnc2)C1 (centres undefined) | -10%
O=C(Nc1ccc(NC(=O)C2CC2)nc1)c1cccnc1 | -1%
CC(C)(C)c1cc(CN2CCN(CCC#N)CC2)cc(C(C)(C)C)c1O | -5%
O=C(CN1C(=O)CSC1=O)Nc1ccccc1F | -13%
Cc1nn(-c2ccccn2)c2nc(-c3cccs3)cc(C(=O)N3CCOCC3)c12 | -9%
O=C(Nc1cccc(F)c1)[C@H]1CC=CC[C@H]1C(=O)O | 26%
COc1cc(/C=C2/C(=O)NN(c3ccc(Cl)cc3)C2=O)cc(Br)c1O | 8%
Cc1ccc(N2CCN(CC3CC=CCC3)CC2)cc1 (centres undefined) | -3%
S=C(Nc1ccccc1)Nc1nc2ccccc2n1CCOc1ccccc1 | -29%
C=CCNS(=O)(=O)CC12CCC(CC1=O)C2(C)C (centres undefined) | -4%
The results go on.
SMILES | EphA4 KYL inhibition
Cc1ccc(S(=O)(=O)CC2CSc3nc(N)cc(=O)n32)cc1 (centres undefined) | -7%
COc1ccc(-c2oc3ncnc(NCCN4CCOCC4)c3c2-c2ccc(OC)cc2)cc1 | -3%
COC(=O)c1c(C)oc2ccc(OCc3ccccc3F)cc12 | 12%
COc1ccc(-c2csc(-n3ncc(-c4cccs4)c3N)n2)cc1 | 10%
COc1ccc(C(=O)Nc2ccc3nn(-c4ccc(F)cc4)nc3c2)cc1Br | -5%
O=C(CCC(=O)OCC(=O)c1cccc([N+](=O)[O-])c1)Nc1cccc(Cl)c1Cl | 13%
Cc1ccsc1C1Nc2ccc3ncccc3c2C2=C1C(=O)CCC2 (centres undefined) | -11%
Cc1ccc(NCc2nnc(SCC(=O)N3CCCc4ccccc43)o2)c(C)c1 | -5%
COc1ccc(C2C3C(=O)N(Cc4ccccc4)C(=O)C3ON2c2ccccc2)c(OC)c1OC (centres undefined) | 1%
Cc1ccc(-c2noc(CCC(=O)NCCN3CCc4ccccc4C3)n2)cc1 | -6%
Cn1c(=O)c2cc(S(=O)(=O)NCCC(=O)NCC3CCCO3)ccc2n(C)c1=O (centres undefined) | -17%
COC(=O)CCN1C(=O)/C(=C/c2ccc(OCc3ccc(Cl)cc3)c(OC)c2)SC1=S | 18%
CN1C(=O)c2c(sc3c2CC(C)(C)SC3)N2CCN=C12 | 8%
N#Cc1c2n(c3c(=O)n(CC(=O)c4ccc(Br)cc4)cnc13)CCCC2 | -10%
O=S(=O)(c1ccc(Br)s1)n1cccn1 | 0%
CCC(C)(C)n1nnnc1C(c1cc2ccc(OC)cc2[nH]c1=O)N1CCCCC1 (centres undefined) | -10%
O=C(C1CCCN1S(=O)(=O)c1ccc(Cl)c(Cl)c1)N1CCOCC1 (centres undefined) | -5%
COCCn1c(SCc2ccc(C(=O)OC)o2)nnc1-c1c[nH]c2ccccc12 | -12%
O=C1/C(=C\c2ccc(C(F)(F)F)cc2)SC(=S)N1c1ccccc1 | -4%
COc1ccc(N(CC(=O)Nc2cc(C(=O)O)ccc2C)S(=O)(=O)c2c(C)noc2C)cc1 | -6%
CCC/C(=C1/C(=O)CC(C)(C)C(C(=O)OC)C1=O)N1CCCC1 (centres undefined) | -4%
Cc1cc(C)nc(N2CCC(C(=O)O)CC2)n1 | -6%
Cc1ccc2[nH]c(=O)c(-c3nc4c(C)cccn4c3NCc3ccco3)cc2c1 | -3%
CCOC(=O)Cc1csc(NC(=S)NC(=O)c2ccc(F)cc2)n1 | -6%
COc1ccc(NC(=O)CCS(=O)(=O)c2ccc3c(c2)CCCN3C(C)=O)cc1Cl | -32%
Next structures:
SMILES | EphA4 KYL inhibition
Oc1ccc(-c2n[nH]c(=S)n2Cc2ccco2)cc1 | -4%
COC(=O)c1ccc(-n2nnnc2SCc2ccccc2OC)cc1 | -32%
Cc1noc(C)c1S(=O)(=O)N(CC(=O)Nc1ccc2c(c1)OCCO2)c1ccc(C(C)C)cc1 | -9%
CCCC(=O)Nc1ccc(C(=O)NNC(=O)c2cccs2)cc1 | -14%
Cc1cc(C)n(C(=O)c2ccc(C)c(S(=O)(=O)N3CCOCC3)c2)n1 | -8%
Cc1cc2cccc(C)c2nc1SCC(=O)N(C)c1nc(-c2ccccc2)cs1 | 3%
CCC(CC)C(=O)OCC(=O)NC12CC3CC(CC(C3)C1)C2 | -7%
CCCCNC(=O)CC1N=C2c3ccccc3N=C(SCC(=O)Nc3cccc(OC)c3)N2C1=O (centres undefined) | -6%
CS(=O)(=O)N(CC(O)Cn1c2ccccc2c2ccccc21)c1ccccc1 (centres undefined) | 7%
Cc1sc(NC(=O)CN(C)C2CCCCC2)nc1-c1ccc2c(c1)CCN2S(=O)(=O)c1ccccc1 | -7%
Cc1cc(C)cc(NC(=O)c2ccc(CSc3nnc(C)s3)cc2)c1 | -6%
CC(C)(CS(=O)(=O)[O-])NC(=O)CC[N+](C)(C)CCO | 11%
CC(=O)Nc1ccc(C(=O)OC2CCCCC2=O)cc1 (centres undefined) | -5%
COC(=O)c1cc2n(n1)CCN(Cc1ccc(OC)cc1)C2=O | -6%
O=C(Nc1ccccc1C(F)(F)F)NC1CCCCC1 | -26%
Cc1ccc(S(=O)(=O)c2c(C)cc(-c3ccccc3)[nH]c2=O)cc1 | -26%
COC(=O)c1ccc(-c2nc(O)c3cnccn23)cc1 | -6%
CCc1ccccc1NC(=O)CC1S/C(=N\c2nccs2)N(CC)C1=O (centres undefined) | -10%
CC(C)c1ccc(NC(=O)c2cccnc2)cc1 | 6%
COC(CNC(=O)c1ccc(Cn2c(=S)[nH]c3cc4c(cc3c2=O)OCO4)cc1)OC | 10%
CCOc1ccc(NC(=O)C2=C(C)NC(=O)NC2c2cc(OC)ccc2OC)cc1 (centres undefined) | 3%
Cc1ccc(-n2c(SCc3nnc4n3CCC4)nnc2-c2ccccc2)cc1 | -7%
CC(=O)N1C(=O)N(C)C2C1N(C)C(=O)N2C(C)=O (centres undefined) | -3%
NC(=O)c1cc(S(=O)(=O)Nc2cccc(F)c2)co1 | -13%
O=C(COC(=O)C1CC(=O)N(c2ccc3c(c2)OCCO3)C1)NC1CCCc2ccccc21 (centres undefined) | -8%
CN(C)c1nc(Nc2ccccc2)nc(N(C)C)n1 | 5%

The list is partial. The share of hits here may be higher or lower than overall.
